Assay outcomes deposited in PubChem BioAssay by National Center for Advancing Translational Sciences (NCATS).
ALOX12 inhib: inhibitors of human 12-lipoxygenase (ALOX12); purified 12-hLO, xylenol orange hydroperoxide absorbance; Potency, µM (doses to about 57.1 µM), inactives show at the top dose activity change, negative = inhibition, hits mostly inhibitors; 0.12% of 150,000 active; note: potency is the fitted concentration of half-maximal effect; nearly all actives have a fitted effect of over 55% in size; many of its hits are not listed in these tables
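Hydroperoxide formation by human 12-lipoxygenase from 40 uM arachidonic acid was followed colorimetrically via ferric-xylenol orange complex, using the 573/405 nm absorbance ratio. Enzyme concentration was 150 nM, with 30 min reaction at room temperature.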
PNC inhibitor: inhibitors of perinucleolar compartment assembly; PC3M PTB-GFP, PNC prevalence imaging, 16 h; hits give low values; activity change (PNC), negative = inhibition, % at 10 µM; 3.1% of 140,000 active; AID 2417;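 active = readout at or below -70, meaning at least 70% loss of cells showing the perinucleolar compartment, a nuclear body marking cancer cells; inconclusive = readout between -30 and a set limit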;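 note: plate controls were DMSO wells for no effect and camptothecin positive control wells for full effect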
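Compounds are pinned in duplicate onto adhered PC3M cells stably expressing GFP-tagged PTB and incubated 16 h at 37 C. Cells are then fixed, nuclei stained with Hoechst, and PNC-positive cells counted.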
15-hLO-2 inh: blocks human 15-lipoxygenase 2 activity | O15296 | purified 15hLO-2, xylenol orange hydroperoxide absorbance | Potency, µM (doses to about 57.1 µM), for inactives: at the top dose activity change, negative = inhibition, usual class: inhibitors | 0.56% of 110,000 active; note: potency is the fitted concentration of half-maximal effect; nearly all actives have a fitted effect of over 60% in size; many of its hits are not listed in these tables
Target sequence (O15296 whole entry, looked up): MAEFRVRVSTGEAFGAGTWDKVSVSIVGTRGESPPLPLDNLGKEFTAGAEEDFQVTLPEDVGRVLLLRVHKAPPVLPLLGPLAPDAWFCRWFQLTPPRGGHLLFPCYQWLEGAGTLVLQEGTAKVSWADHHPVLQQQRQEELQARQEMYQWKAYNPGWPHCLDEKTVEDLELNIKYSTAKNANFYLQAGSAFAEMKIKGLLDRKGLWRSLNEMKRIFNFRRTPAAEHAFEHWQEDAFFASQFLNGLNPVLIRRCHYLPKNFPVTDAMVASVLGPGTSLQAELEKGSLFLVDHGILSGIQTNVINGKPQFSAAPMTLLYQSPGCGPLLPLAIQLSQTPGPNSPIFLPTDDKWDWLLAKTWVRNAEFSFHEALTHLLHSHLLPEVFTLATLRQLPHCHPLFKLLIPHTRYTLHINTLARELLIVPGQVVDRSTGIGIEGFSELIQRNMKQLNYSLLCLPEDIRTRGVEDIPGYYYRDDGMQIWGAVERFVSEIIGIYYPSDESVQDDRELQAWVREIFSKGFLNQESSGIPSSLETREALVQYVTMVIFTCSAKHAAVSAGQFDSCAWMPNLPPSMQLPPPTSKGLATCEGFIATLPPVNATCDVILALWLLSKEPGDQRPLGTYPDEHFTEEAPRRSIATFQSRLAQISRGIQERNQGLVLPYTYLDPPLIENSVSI
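Enzyme 50 nM, AA 45 uM, 25 mM Hepes pH 7.5 + 0.01% Triton X-100; cpd preinc 15 min RT, rxn 90 min RT; stop/detect with 200 uM XO + 300 uM Fe(II) in 50 mM H2SO4, 30 min; A573/A405.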
IMPase cell inh: cell-permeable inhibitors of inositol monophosphatase (IMPase); P97697; CHO-M1 cells, IP1 accumulation, HTRF TR-FRET ratio; inhibition (IP1 accumulation), % at 46.1 µM; 120,000 tested, under 10 active; AID 901; active = well fitted curve in the direction sought with a large enough effect in the signal ratio, not every such curve was filed as active; inconclusive = small, poorly fitted or top-dose-only effect, or a change in a side signal; inactive = no such curve, though single readings can be large or run the other way; the % refers to the signal ratio;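 note: cells stimulated with carbachol in lithium chloride buffer; plate controls were DMSO basal wells for no effect and reference inhibitor wells for full effect; higher means more IMPase inhibition seen as more IP1 and lower FRET ratio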
Target sequence (P97697 whole entry, looked up): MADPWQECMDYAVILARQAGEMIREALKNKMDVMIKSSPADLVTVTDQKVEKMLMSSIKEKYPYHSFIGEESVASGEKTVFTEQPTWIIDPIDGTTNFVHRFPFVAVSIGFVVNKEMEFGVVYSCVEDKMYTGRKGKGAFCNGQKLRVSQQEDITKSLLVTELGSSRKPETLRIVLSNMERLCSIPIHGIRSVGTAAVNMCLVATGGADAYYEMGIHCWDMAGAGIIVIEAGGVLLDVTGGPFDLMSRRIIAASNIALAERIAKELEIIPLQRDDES
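CHO-M1, 2000 cells/well, cultured 16–30 h; cpd up to 46 uM; carbachol (50 uM solution, stimulation buffer w/ 50 mM LiCl, pH 7.4), 30 min 37C; IP-One TR-FRET, 10 min RT; Ex 320/Em 665, 620; Hill-fit AC50.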
An asterisk follows results filed as active; ? = inconclusive; nt = no result given; & = joins results of further samples; [ ] = dose if it differs, or a comment. Unless noted, calls come from the whole dose curve; as a rule, active = well fitted curve in the direction sought with a large enough effect; inconclusive = small, poorly fitted or top-dose-only effect, or another doubt; inactive = no such curve, though single readings can be large; an effect the other way counts as inactive or inconclusive. Unless noted, % is set by controls: 0 for no effect and ±100 for the full control effect. The list is partial; rates above refer to the full screens.

Under each structure – PNC inhibitor	15-hLO-2 inh	ALOX12 inhib	IMPase cell inh
- NC(=O)C1CCN(C(=O)c2cc(S(=O)(=O)N3CCOCC3)c(Cl)cc2Cl)CC1
    -11.0	1.2%	2.7%	7.0
- Cc1cc(N2CCOCC2)nc(SCc2c(Cl)cccc2Cl)n1
    4.8	nt	-1.9%	nt
- Nn1c(SCC(=O)NCc2ccc3c(c2)OCO3)nnc1C1CC1
    18.0	-0.7%	0.5%	3.1
- Cc1ccc(S(=O)(=O)N2CCC(=O)N(C(COC(=O)Nc3ccccc3)Cc3ccccc3)CC2)cc1 (configuration not stated)
    -4.2	-21.3%[0.0915 µM]	1.3%[0.00818 µM]	nt
- Nc1c(S(=O)(=O)c2ccccc2)nnn1-c1ccccc1
    -22.9	nt	4.4%	-11.4
- CC(O)(CS(=O)(=O)Cc1ccc(Cl)cc1)C(=O)Nc1cccc(C(F)(F)F)c1 (configuration not stated)
    56.8	-5.4%	-25.4%	-1.8
- CC1(C)C2CCC1(CS(=O)(=O)N1CCCc3ccccc31)C(=O)C2 (configuration not stated)
    32.0	-0.4%	-7.6%	16.4
- O=C(C1CCN(Cc2ccc(F)cc2)CC1)N(CCc1ccccc1)Cc1ccccc1
    72.9	nt	-5.0%	nt
- COC(=O)c1nn(-c2ccccc2)c(Sc2ccc(C)cc2)c1/C=N/O
    43.6	-4.1%	-1.3%	4.9
- COc1ccc(/C=C(/NC(=O)c2ccc(OC)cc2)C(=O)NCCc2c[nH]c3ccccc23)cc1
    -26.9	nt	2.0%	nt
- CN(C)c1ncc(C(=O)O)cn1
    -28.8	-2.4%	-2.8%	5.1
- CCc1sc(NC(=O)CN2CCOCC2)nc1-c1ccccc1
    8.5	0.1%	-2.6%	-13.3
- COC(=O)c1sccc1NC(=O)/C=C/c1ccc(Cl)cc1
    -5.6	nt	-2.6%	-1.8
- COc1ccc(NC(=O)CN2CCC(C)CC2)cc1
    -7.8	2.5%	-5.5%	-19.7
- O=C1c2ccccc2C(=O)N1CCCCN(C(=O)c1cccc([N+](=O)[O-])c1)c1ccc(Cl)cc1
    57.9	-15.6%	-0.3%	7.8

Carrying on.
Under each structure – PNC inhibitor	15-hLO-2 inh	ALOX12 inhib	IMPase cell inh
- CCN1CCN(c2cc(N3CCc4ccccc4C3)c(F)cc2[N+](=O)[O-])CC1
    -20.4	nt	-0.6%	-4.2
- Cc1cc(C(=O)CSc2nnc(N)s2)c(C)n1CCc1ccc(Cl)cc1
    16.3	-3.4%	-13.1%	1.1
- COc1ccc(C(=O)NCCc2nnc(SCc3nc4ccccc4c(=O)[nH]3)n2C)cc1
    -10.1	-0.1%	-2.0%	15.4
- CC1(C)NC(=O)N(CC(O)COc2ccccc2C(=O)Nc2ccccc2)C1=O (configuration not stated)
    -5.9	-4.3%	3.7%	4.0
- Cc1ccc(CCC(=O)Nc2nccs2)o1
    43.8	10.3%	-0.7%	-1.9
- CCOC(=O)CSc1nc2cc(C(=O)N3CCC(C(N)=O)CC3)ccc2c(=O)n1-c1ccccc1
    -13.0	0.2%	-4.8%	5.7
- COc1ccc(S(=O)(=O)n2nc(OC(=O)c3ccc(C)cc3)cc2N)cc1
    16.3	-4.4%	-18.1%	-1.0
- Cc1cc(NC(=O)COC(=O)c2ccc(NS(=O)(=O)c3ccc(C)c(C)c3)cc2)no1
    27.3	-0.2%	0.1%	7.4
- N#Cc1ccsc1NC(=O)CN1CCCCCC1
    ?	5.3%	4.7%	3.5
- Cc1nc2ccc(Br)cn2c1NC(C)(C)C
    -26.1	nt	-5.1%	nt
- COc1ccccc1N1C(=O)CC(N2CCc3ccccc32)C1=O (configuration not stated)
    1.6	-29.2%	-1.9%	2.8
- O=C(O)CCn1c(=O)sc2ccccc21
    ?	0.5%	3.0%	-0.3
- Cc1cc(C)c(S(=O)(=O)Nc2ccc(O)cc2)cc1C
    13.4	-10.5%	-11.7%	10.5
- O=C(CSc1nc2ccccc2c(=O)n1NC(=O)Cc1ccccc1)NCc1ccccc1
    -25.1	2.2%	-1.8%	13.9
- Nc1ccccc1SCC(=O)N1CCc2ccccc21
    29.4	4.1%	0.4%	1.7

The list continues:
Under each structure – PNC inhibitor	15-hLO-2 inh	ALOX12 inhib	IMPase cell inh
- Cc1cccc(CS(=O)(=O)Cc2ccc(C(=O)NCCN3CCCCC3C)o2)c1 (configuration not stated)
    13.1	18.2%	-5.2%	-6.3
- CCOC(=O)[C@H]1CCC[C@@H](NS(=O)(=O)c2ccc(NC(C)=O)cc2)C1
    21.5	0.7%	-2.2%	6.8
- Fc1ccc(CSc2ccc3nnc(-c4cccs4)n3n2)cc1
    23.0	nt	-3.5%	-11.0
- O=C(c1ccc(Cl)cc1)c1cnc(Nc2ccccc2)s1
    54.8	nt	7.5%	-14.4
- CCOc1ccccc1-c1nc(-c2cc3ccc(C)cc3[nH]c2=O)no1
    32.2	nt	-4.1%	4.0
- Cc1ccc(Cl)c(NC(=O)COC(=O)c2ccccc2C(=O)c2ccc(Cl)c([N+](=O)[O-])c2)c1Cl
    12.5	nt	-1.9%	nt
- COc1ccccc1CNC(=O)Cn1cccc1
    ?	-1.4%	-4.2%	-2.1
- COc1ccc(S(=O)(=O)N[C@@H](Cc2ccccc2)C(=O)N2CC[C@@]3(O)CCCC[C@H]3C2)cc1
    -87.7*	-3.1%	-4.9%	4.2
- Cc1nc(=O)c(-c2ccccc2)c(C)n1-c1ccccc1C(=O)O
    ?	-0.8%	3.4%	-0.9
- Cc1ccc(Sc2ccc(NC(=O)CCl)cc2)c(C)c1
    -26.7	nt	-6.8%	nt
- O=C(Nc1nc(-c2cc(Cl)sc2Cl)cs1)c1ccccc1
    ?	5.7%	-9.9%	12.6
- NCC(=O)N[C@@H](CCCN=C(N)N)C(=O)NCC(=O)N[C@@H](CC(=O)O)C(=O)N[C@@H](CC(N)=O)C(=O)N1CC[C@@H](C(=O)O)C1
    nt	1.1%[0.0915 µM]	1.8%[0.00818 µM]	nt
- COc1ccccc1-c1nnc(-c2ccc(N3CCOCC3)cc2)o1
    -13.7	nt	-1.5%	?
- Cc1cccc(NC(=S)NNC(=O)c2ccco2)c1
    38.6	13.7%	10.3%	5.6
- CC(=O)N(C)C1(c2nnnn2CCOC(=O)Nc2cccc3ccccc23)CCCC1
    ?	2.9%	-1.2%	7.6

(cont.)
Under each structure – PNC inhibitor	15-hLO-2 inh	ALOX12 inhib	IMPase cell inh
- CC1(C)C2([N+](=O)[O-])CN(CCO)CC1([N+](=O)[O-])CN(CCO)C2
    -17.6	nt	1.2%	13.2
- NC(=S)Nn1c(CCC(=O)O)ccc1-c1ccccc1
    22.3	nt	-5.0%	7.2
- Cc1cc(C)nc(N/N=C/c2ccccc2OCc2ccc(Cl)cc2)n1
    -12.0	nt	-2.3%	-10.6
- Cc1ccc(-c2nc3ccccc3c(=O)n2NC(=O)c2cccs2)cc1
    -10.8	nt	-0.2%	nt
- CC1CCN(S(=O)(=O)c2ccc(NC(=O)N3c4ccccc4Sc4ccccc43)cc2)CC1
    1.3	-27.8%	-1.0%	-2.5
- Cc1cc(C(C)(C)C)c(OCCCN2CCOCC2)c(C(C)(C)C)c1
    nt	9.1%[11.4 µM]	11.1%[11.4 µM]	nt
- Cc1nnc(SCc2cnc(-c3ccccc3)o2)[nH]c1=O
    -18.0	3.4%[2.29 µM]	-0.1%	-5.1
- C=CCNC(=O)c1ccncc1
    31.1	-1.3%	0.0%	-7.2
- CCCCNC(=O)c1ccc(N2CCOCC2)c(NS(=O)(=O)c2ccc(OC)cc2)c1
    ?	-8.3%	-4.5%	7.4
- COc1ccccc1N1C(=O)CC1(C#N)c1ccc(OCc2ccccc2)cc1 (configuration not stated)
    -22.7	nt	-0.3%	nt
- COc1ccccc1-n1c(SCC(=O)Nc2ccc(F)cc2)nc2c(c1=O)SCC2
    24.8	nt	-3.0%	14.0
- O=C(Nc1nc(-c2ccc(S(=O)(=O)N3CCCC3)cc2)cs1)c1ccco1
    -26.9	8.3%	2.0%	4.0
- O=c1[nH]cc(COCc2ccccc2)c(=O)[nH]1
    -12.1	-1.2%	-3.9%	2.2
- N#CCSC1=Nc2ccccc2C2=NC(CCC(=O)N3CCN(c4ccccc4)CC3)C(=O)N12 (configuration not stated)
    ?	-1.2%	-9.4%	-4.8
- CC(C)(C)S(=O)(=O)c1nc2ccccc2s1
    56.7	1.8%	1.9%	7.4

Structures above that contain a nitro group on carbon:
Under each structure – PNC inhibitor	15-hLO-2 inh	ALOX12 inhib	IMPase cell inh
- O=C1c2ccccc2C(=O)N1CCCCN(C(=O)c1cccc([N+](=O)[O-])c1)c1ccc(Cl)cc1
    57.9	-15.6%	-0.3%	7.8
- CCN1CCN(c2cc(N3CCc4ccccc4C3)c(F)cc2[N+](=O)[O-])CC1
    -20.4	nt	-0.6%	-4.2
- Cc1ccc(Cl)c(NC(=O)COC(=O)c2ccccc2C(=O)c2ccc(Cl)c([N+](=O)[O-])c2)c1Cl
    12.5	nt	-1.9%	nt
- CC1(C)C2([N+](=O)[O-])CN(CCO)CC1([N+](=O)[O-])CN(CCO)C2
    -17.6	nt	1.2%	13.2

Remaining list, next part:
Under each structure – PNC inhibitor	15-hLO-2 inh	ALOX12 inhib	IMPase cell inh
- Cc1ccc(-c2cnc(SCC(=O)N3CCCc4ccccc43)n2C)cc1
    -17.6	32.8%[activator]	-9.4%	-4.0
- O=C(COC(=O)c1cccc(S(=O)(=O)N2CCc3ccccc32)c1)Nc1ncc(C(F)(F)F)cc1Cl
    32.0	nt	-3.5%	-2.4
- CCOC(=O)C1C(=O)CC(C)(O)C(C(=O)OCC)C1c1cc(Br)ccc1OC (configuration not stated)
    -8.5	0.0%	-0.7%	7.1
- COCC(=O)N(c1ccc(C(C)C)cc1)C1C=CS(=O)(=O)C1 (configuration not stated)
    ?	-0.9%[2.29 µM]	0.2%	-3.4
- Cc1nn(-c2ccccc2)c(N2CCCC2)c1/C=C1\N=C(c2ccc(F)cc2)OC1=O
    -27.3	nt	0.6%	nt
- CCN(CC)C(=O)c1cccc2c1C(=O)c1ccccc1-2
    ?	nt	2.4%	7.0
- O=C1c2ccccc2N(Cc2ccc(Cl)cc2)C2=NCCN12
    57.5	nt	-3.2%	nt
- Cc1ccc(-c2cc(-c3ccccc3)c(C#N)c(N)n2)o1
    -19.8	?	-23.0%	-6.9
- O=C(Cn1cnc2c(nnn2Cc2ccc(Cl)cc2)c1=O)N1CCCc2ccccc21
    -16.3	nt	1.8%	-9.1
- CCOC(=O)c1cc(OC(=O)c2ccccc2OC)n(-c2ccccc2)n1
    47.3	-7.4%	-14.2%	-7.1&10.2
- Cc1c(C(=O)NC(=S)Nc2ccc(NC(=O)c3cccs3)cc2)oc2ccccc12
    ?	7.94µM*	?	2.7
- Cc1cccc(C(=O)NNC(=O)c2ccc(F)cc2)c1
    2.2	nt	-3.3%	nt

Four of the compounds above, with values ahead of the structure.
| PNC inhibitor | 15-hLO-2 inh | ALOX12 inhib | IMPase cell inh | smiles |
| --- | --- | --- | --- | --- |
| 56.7 | 1.8% | 1.9% | 7.4 | CC(C)(C)S(=O)(=O)c1nc2ccccc2s1 |
| -17.6 | 32.8%[activator] | -9.4% | -4.0 | Cc1ccc(-c2cnc(SCC(=O)N3CCCc4ccccc43)n2C)cc1 |
| 32.0 | nt | -3.5% | -2.4 | O=C(COC(=O)c1cccc(S(=O)(=O)N2CCc3ccccc32)c1)Nc1ncc(C(F)(F)F)cc1Cl |
| -8.5 | 0.0% | -0.7% | 7.1 | CCOC(=O)C1C(=O)CC(C)(O)C(C(=O)OCC)C1c1cc(Br)ccc1OC (configuration not stated) |
